DRD3 agonist: agonists of human D3 dopamine receptor | P35462 | D3R DiscoveRx beta-arrestin cells, luminescence, 90 min | max activation, % | hit rate 0.58% among 410,000 | AID 652048; in the data active = max activation above about 30%; note: 0% is about no effect; mostly tested at two doses, the higher about 12 µM
Target sequence (P35462 whole entry, looked up): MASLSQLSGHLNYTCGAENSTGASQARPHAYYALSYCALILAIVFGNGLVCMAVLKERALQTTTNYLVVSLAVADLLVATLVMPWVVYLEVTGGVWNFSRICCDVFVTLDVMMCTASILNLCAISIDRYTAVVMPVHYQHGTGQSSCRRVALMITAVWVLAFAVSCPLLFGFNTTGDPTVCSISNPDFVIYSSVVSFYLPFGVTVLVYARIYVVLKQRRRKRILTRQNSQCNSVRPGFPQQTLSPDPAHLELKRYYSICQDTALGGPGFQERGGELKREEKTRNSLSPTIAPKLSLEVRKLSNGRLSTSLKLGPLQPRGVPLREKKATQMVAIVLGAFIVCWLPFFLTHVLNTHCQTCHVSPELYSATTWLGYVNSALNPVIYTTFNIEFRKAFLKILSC
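Agonist mode: compounds and dopamine controls were applied to plated cells for 90 min at 37 degrees C after an overnight attachment at 1500 cells/well. Luminescent read-out followed 30 - 60 minutes at room temperature with DiscoveRx detection reagent.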
GLP-1R agonist: agonists of human GLP-1 receptor; HEK293 GLP-1R CRE-luciferase, luminescence, 4-6 h; cells express a hypersensitive GLP-1R form; Potency, µM (series often up to 45.6 µM), for inactives: at the highest dose activation, usual class: activators; hit rate 0.007% among 380,000; AID 624172; note: potency is the fitted concentration of half-maximal effect; % of control where 0% means no effect
Target sequence (P43220 whole entry, looked up): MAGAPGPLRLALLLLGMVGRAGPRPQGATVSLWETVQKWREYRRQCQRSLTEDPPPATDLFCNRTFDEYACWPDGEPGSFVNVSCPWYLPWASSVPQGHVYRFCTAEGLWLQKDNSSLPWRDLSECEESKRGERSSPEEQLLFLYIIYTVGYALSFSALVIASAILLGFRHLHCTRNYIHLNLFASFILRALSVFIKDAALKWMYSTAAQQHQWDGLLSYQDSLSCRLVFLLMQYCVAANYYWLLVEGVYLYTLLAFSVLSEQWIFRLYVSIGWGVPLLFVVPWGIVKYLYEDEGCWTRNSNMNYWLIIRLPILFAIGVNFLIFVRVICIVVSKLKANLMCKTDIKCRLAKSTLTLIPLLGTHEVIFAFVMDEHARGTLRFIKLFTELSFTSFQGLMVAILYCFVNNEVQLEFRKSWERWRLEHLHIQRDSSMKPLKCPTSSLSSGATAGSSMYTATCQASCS
D3 antag: D3 dopamine receptor (human) antagonism | max response, negative = inhibition, % | D3R cells, DiscoveRx beta-arrestin luminescence, antagonist mode; stronger effect = lower value | hit rate 2.5% among 360,000 | P35462; in the data active = max response below about -50%; inconclusive = no clear call, values can overlap the other calls; note: % is set by controls: 0 for no effect and ±100 for the full control effect; mostly tested at two doses, the higher about 12 µM
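Cells plated overnight at 1500 cells/well, then exposed to library compounds with dopamine controls for 90 minutes at 37 degrees C. DiscoveRx reagent added for 30–60 minutes at room temperature; luminescence read, quantitative HTS format.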
GLP1R cytotox: cytotoxicity in counter-screen for GLP-1R inverse agonists; HEK293 cAMP-luciferase reporter cells, luminescence, 24 h; hit rate 0.13% among 410,000; Potency, µM (highest dose often 38.3 µM), inactives show at the top dose activity change, negative = inhibition, actives largely listed as inhibitors;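 note: loss of luciferase light is scored as toxicity; potency is the fitted concentration of half-maximal effect; % is set by controls: 0 for no effect and ±100 for the full control effect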
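A 23 nL compound transfer followed 12 hours of cell culture at 37 deg C; exposure then lasted 24 hr. Luciferase assay detection reagent was dispensed and plates read for luminescence after a 12 min room-temperature wait.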
KB-V1 cytotox: KB-V1 MDR subline cytotoxicity | KB-V1 MDR cells viability, CellTiter-Glo, 72 h | Potency, µM (top dose mostly 46.1 µM), for inactives: at the top dose activity change, negative = cytotoxicity, most hits filed as cytotoxic | hit rate 3.4% among 400,000 | AID 1347076; note: potency is the fitted concentration of half-maximal effect; % is set by controls: 0 for no effect and ±100 for the full control effect; nearly all actives have a fitted effect of over 60% in size
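Cells of the MDR subline KB-V1 are plated, dosed with compound at multiple concentrations, and incubated 72 h at 37 degrees C; CellTiter-Glo is then added and luminescence read after 10 min.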
TDP43 rescue: inhibitors of TDP-43 toxicity in yeast | Potency, µM (doses to about 46.1 µM), without a hit: top-dose growth rescue (activation), most hits filed as activators | hit rate 1.8% among 410,000 | TDP-43 expressing yeast growth rescue, BacTiter-Glo, 24 h; note: potency is the fitted concentration of half-maximal effect; % of control where 0% means no effect; nearly all actives have a fitted effect of over 50% in size
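Luminescence from BacTiter-Glo reports growth of TDP-43-expressing yeast after 24 hr at 30 deg C with compound. Cells were raffinose-pregrown to mid-log, then seeded in galactose medium at OD600=0.02.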
GLP-1R inv ag: inverse agonists of human GLP-1 receptor | hit rate 1.6% among 410,000 | HEK293 GLP-1R CRE-luciferase, luminescence, 24 h; GLP-1R form is constitutively active | AID 624417 | Potency, µM (top dose mostly 38.3 µM), without a hit: top-dose activity change, negative = inhibition, most hits filed as inhibitors; note: potency is the fitted concentration of half-maximal effect; % is set by controls: 0 for no effect and ±100 for the full control effect; nearly all actives have a fitted effect of over 55% in size
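Seeding at 200 cells/uL, 12 h culture, 24 hr compound treatment, then luciferase reagent and a luminescence read; cells are HEK293 stably expressing a constitutively active GLP-1R plus cAMP-responsive luciferase.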
PTHR1 ag: activates the human parathyroid hormone receptor PTHR1. AID 743266. HEK293 GP2 PTHR1 cells, GloSensor cAMP luminescence, 1 h. Potency, µM (series often up to 115 µM), without a hit: at the highest dose activation, actives largely listed as activators. hit rate 0.075% among 410,000. Q03431; note: potency is the fitted concentration of half-maximal effect; nearly all actives have a fitted effect of over 55% in size; some results filed as inactive show a strong effect at the top dose; inactives centre near -15; many of its hits are not listed in these tables
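HEK-293-derived GP2 cells expressing PTHR1 and a GloSensor cAMP reporter, 3,000/well, plated overnight, given luciferin plus IBMX (each 0.5 mM as added) for 1 h at 37 °C, then compound for 1 h at 37 °C. Luminescence was read after 15 min at room temperature.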
aSyn rescue: alpha-synuclein toxicity inhibition in yeast; Potency, µM (titrated, usually from 46.1 µM), for the others: at the top dose growth rescue (activation), actives largely listed as activators; AID 652106; hit rate 0.14% among 370,000; Yeast expressing alpha-synuclein, growth rescue, BacTiter-Glo, 24 h; note: potency is the fitted concentration of half-maximal effect; % of control where 0% means no effect; nearly all actives have a fitted effect of over 65% in size
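Rescue of yeast growth: cells expressing toxic alpha-synuclein, induced in galactose at OD600 0.02, incubated with compound 24 h at 30 C. ATP luminescence quantified growth; inhibitors of toxicity appear as activators.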
* hit, by the source's call; i = inactive; u = inconclusive; x = no result given; [ ] = dose if it differs, or a comment. Unless noted, calls come from the whole dose curve; as a rule, active = well fitted curve in the direction sought with a large enough effect; inconclusive = small, poorly fitted or top-dose-only effect, or another doubt; inactive = no such curve, though single readings can be large; an effect the other way counts as inactive or inconclusive. An excerpt; the hit share may differ from the screen's.

SMILES	DRD3 agonist	GLP-1R agonist	D3 antag	GLP1R cytotox	KB-V1 cytotox	TDP43 rescue	GLP-1R inv ag	PTHR1 ag	aSyn rescue
CC(C)OC(=O)c1ccc(COC(=O)c2cccc(-c3nnc(-c4ccccc4)o3)c2)cc1	4	1%	10	18%	5%	-8%	21%	i	9%
CCS(=O)(=O)c1nc(S(=O)(=O)c2ccc(C)cc2)c(NCc2ccccc2Cl)s1	-19	x	x	-9%	-9%	5%	-13%	0%	x
COc1ccc(CSc2nc(C)[nH]c2[N+](=O)[O-])cc1[N+](=O)[O-]	0	12%	-2	-10%	-1%	12%	36%	i	1%
CCN1CCN(C(=O)Nc2ccccc2OC)CC1	-9	4%	u	20%	-17%	-14%	5%	10%	8%
O=C(O)C1C2CC3OC(=O)C1C3C2 (stereo not given)	6	0%	7	-13%	10%	-13%	8%	i	2%
Fc1ccc(-c2cc(C(F)(F)F)nc(-n3cccn3)n2)cc1	-9	11%	-24	1%	-17%	u	u	i	-7%
COc1ccc(CCN2C(=O)CC(N3CCN(c4ccccn4)CC3)C2=O)cc1OC (stereo not given)	-3	9%	2	-15%	-18%	-8%	4%	-14%[57.5 µM]	-8%
O=C(Nc1nnc([C@H]2C[C@H](O)[C@@H](CO)O2)s1)c1ccccc1F	-10	-5%	4	1%	5%	22%	-2%	i	-1%
CC(C)c1nc2c(c(=O)c3ccccc3n2C)c(=O)n1-c1ccc(F)cc1	-2	6%	-1	5%	-25%	-18%	-12%	-24%	0%
O=C(NCc1cccnc1)c1nn(-c2ccc(Cl)cc2)nc1CO	9	x	x	1%	x	7%	11%	i	x
CCN(c1ccccc1)S(=O)(=O)c1ccc(C(=O)N2CCN(c3ccccc3F)CC2)cc1	6	1%	4	-3%	u	25%	u	-25%	11%
COc1ccc(-c2cc(C(F)(F)F)nc(-n3ccnc3C)n2)cc1	-2	-1%	-6	62%[activator]	21µM*	-1%	11%	18%	10%
CCOc1c(O)ccc(/C=C2\SC(=S)NC2=O)c1[N+](=O)[O-]	-1	3%	-15	u	1%	-15%	11%	-31%[inhibitor]	-19%
CCN(CC)S(=O)(=O)c1ccc(N2CCc3cc(OC)c(OC)cc3C2)nc1	2	15%	4	16%	-30%	14%	-5%	-11%	7%
COc1cc(Cl)ccc1OCc1cc(C(=O)NC(C)Cc2cnccn2)no1 (stereo not given)	-1	5%	-4	8%	x	9%	5%	-68%[inhibitor]	-1%
CCOc1ccc(S(=O)(=O)N(CC)CC(=O)NCc2ccncc2)cc1C	16	9%	4	-7%	-6%	0%	-29%	-6%	0%
OC1(c2ccc(Cl)cc2)CCN(Cc2cn[nH]c2-c2ccccc2)CC1	-12	13%	-98*	-24%	-1%	-2%[1.82 µM]	u	i	5%
Cc1ccc(S(=O)(=O)N2CCC(C(=O)Nc3ccc(C)c(Cl)c3)CC2)cc1	8	x	x	6%	x	23%	-8%	-31%[inhibitor]	x
CCOC(=O)c1ccc(NC(=S)Nc2ccc(Cl)cn2)cc1	1	-6%	-19	-1%	5%	-5%	-8%	u	-1%
COCCN(C(=O)c1ccccc1)c1nnc(-c2cccnc2)s1	0	2%	-12	-1%	-9%	u	7%	i	7%

Filtered by structure, the entries above containing an NH in an aromatic ring.
SMILES	DRD3 agonist	GLP-1R agonist	D3 antag	GLP1R cytotox	KB-V1 cytotox	TDP43 rescue	GLP-1R inv ag	PTHR1 ag	aSyn rescue
COc1ccc(CSc2nc(C)[nH]c2[N+](=O)[O-])cc1[N+](=O)[O-]	0	12%	-2	-10%	-1%	12%	36%	i	1%
OC1(c2ccc(Cl)cc2)CCN(Cc2cn[nH]c2-c2ccccc2)CC1	-12	13%	-98*	-24%	-1%	-2%[1.82 µM]	u	i	5%

Looked up by compound from above (2):
SMILES	DRD3 agonist	GLP-1R agonist	D3 antag	GLP1R cytotox	KB-V1 cytotox	TDP43 rescue	GLP-1R inv ag	PTHR1 ag	aSyn rescue
O=C(Nc1nnc([C@H]2C[C@H](O)[C@@H](CO)O2)s1)c1ccccc1F	-10	-5%	4	1%	5%	22%	-2%	i	-1%
CC(C)OC(=O)c1ccc(COC(=O)c2cccc(-c3nnc(-c4ccccc4)o3)c2)cc1	4	1%	10	18%	5%	-8%	21%	i	9%

(next part)
SMILES	DRD3 agonist	GLP-1R agonist	D3 antag	GLP1R cytotox	KB-V1 cytotox	TDP43 rescue	GLP-1R inv ag	PTHR1 ag	aSyn rescue
COCCNC(=O)c1ccc(CS(=O)(=O)c2ccccc2OC)o1	0	-3%	13	6%	0%	-13%	21%	-12%	0%
N#C/C(=C(/O)CCl)c1nnc2n1CCCCC2	-5	4%	-11	4%	0%	6%	15%	-8%	0%
Cc1ccc(-c2csc(/C(C#N)=C/Nc3ccc4c(c3)OCCO4)n2)cc1	8	-6%	21	2%	0%	10%	4%	-25%	0%
COc1cccc(C(=O)N2c3cc(C)ccc3C(C)(c3ccccc3)CC2(C)C)c1 (stereo not given)	1	x	x	-4%	u	9%	u	-12%	x
S=C1N(c2ccccc2)CN(C2CCCCC2)CN1c1ccccc1	-2	-3%	-5	-10%	3%	16%	-22%	-19%	0%
C[C@H](CO)N1C[C@H](C)[C@@H](CN(C)Cc2ccccc2)Oc2c(NS(=O)(=O)c3ccc(F)cc3)cccc2C1=O	-4	13%	3	-21%	u	1%	21%	-21%	0%
COc1ccc(C)cc1S(=O)(=O)N1CCC2(CC1)OCCN2S(=O)(=O)c1cccs1	3	1%	-1	-1%	-29%	12%	9%	-19%	1%
COc1cccc(/C=N/NC(=O)c2ccc(CN3c4cccc5cccc(c45)S3(=O)=O)cc2)c1	-3	7%	-16	-2%	u	-7%	-14%	-13%	-13%
CCOc1ccc(NC(=O)Cn2nc(Cc3ccncc3)c3ccccc3c2=O)cc1	-9	x	x	3%	x	-19%	4%	u	x
O=C(N/N=C/c1cc(Br)c(O)c(Br)c1)c1cc2c(ccc3ccccc32)o1	0	0%	-6	147%[activator]	u	14%	18%	-32%[inhibitor]	-41%[inhibitor]
CN(C)c1cc(N)c2ccccc2n1 (tested in a mixture with another compound)	1	2%	-13	5%	-24%	5%	0%	14%	1%
Cc1ccccc1S(=O)(=O)N1[C@@H](c2ccc(Br)cc2)C(C(=O)O)=CC[C@H]1c1ccc(Cl)cc1	-27	-5%	-11	-10%	0%	u	u	-9%	-2%
CCN(C(=O)COC(=O)CCCc1nc2ccccc2s1)c1c(N)n(Cc2ccccc2)c(=O)[nH]c1=O	5	6%	1	1%	10%	18%	16%	-20%	-9%
Cc1ccc2nc3c(cc(C#N)c(=O)n3-c3nccs3)c(=O)n2c1	-1	-1%	-13	x	16%	9%	-9%	i	4%
CC1=C(C(=O)Nc2ccc(CC(=O)NCc3ccc(OC(C)C)cc3)cc2)SCCO1	0	-4%	-9	-14%	u	9%	1%	-1%	u
O=C(Nc1cccc2cccnc12)c1ccc(Br)o1	7	1%	9	1%	-29%	4%	0%	-10%[57.5 µM]	0%
CC(NC(=S)Nc1ccccc1OC(F)F)C(C)(C)C (stereo not given)	3	10%	2	-21%	19%	20%	u	i	1%
Cc1cc(C(=O)N2CCC2(C)C(=O)NS(=O)(=O)c2ccc(Cl)cc2)nn1C (stereo not given)	4	-2%	10	5%	-19%	-2%	25%	-8%	11%
Cc1[nH]c2ccccc2c1C1=CN2CCS(=O)(=O)N=C2S1	1	1%	-25	-3%	0%	9%	-19%	i	-9%
CC(C)Cc1nn2c(=O)cc(COC(=O)CNC(=O)c3ccc(C(C)(C)C)cc3)nc2s1	-16	x	x	-2%	3%	-7%	4%	-28%	x

Next section, overlapping the part above by four compounds.
SMILES	DRD3 agonist	GLP-1R agonist	D3 antag	GLP1R cytotox	KB-V1 cytotox	TDP43 rescue	GLP-1R inv ag	PTHR1 ag	aSyn rescue
CC(NC(=S)Nc1ccccc1OC(F)F)C(C)(C)C (stereo not given)	3	10%	2	-21%	19%	20%	u	i	1%
Cc1cc(C(=O)N2CCC2(C)C(=O)NS(=O)(=O)c2ccc(Cl)cc2)nn1C (stereo not given)	4	-2%	10	5%	-19%	-2%	25%	-8%	11%
Cc1[nH]c2ccccc2c1C1=CN2CCS(=O)(=O)N=C2S1	1	1%	-25	-3%	0%	9%	-19%	i	-9%
CC(C)Cc1nn2c(=O)cc(COC(=O)CNC(=O)c3ccc(C(C)(C)C)cc3)nc2s1	-16	x	x	-2%	3%	-7%	4%	-28%	x
O=C(Nc1ccccn1)NC(C(F)(F)F)C(F)(F)F	-1	-7%	37	4%	3%	8%	0%	i	-1%
CN(C)c1ccc(/C=N/N2CCN(Cc3ccccc3Cl)CC2)cc1	1	12%	6	-10%	-26%	21%	-11%	-28%	2%
CCCCc1nn2c(=O)cc(COC(=O)c3cccc(NC(=O)c4cccc(Cl)c4)c3)nc2s1	-6	x	x	2%	u	-10%	1%	-4%	x
COc1cc(C(=S)N2CCOCC2)ccc1OS(=O)(=O)c1ccccc1[N+](=O)[O-]	0	9%	1	9%	u	-4%	0%	i	0%
COc1cc(/C=C(/C#N)c2nc(-c3cc4ccccc4oc3=O)cs2)ccc1O	-5	x	x	18%	-1%	2%	5%	i	x
CCN(CC)C(=O)[C@H]1CC(CC(=O)NCCC2=CCCCC2)C(=O)N2CCc3c([nH]c4ccccc34)[C@]12C (stereo not given in full)	-19	-3%	u	-5%	-6%	-3%	u	-8%	1%
O=C(CCNS(=O)(=O)c1ccc2[nH]c(=O)oc2c1)Nc1cccc(Br)c1	5	-3%	4	-21%	23%	6%	9%	i	1%
O=C(Cc1ccc(Cl)cc1)N/N=C/c1cccs1	1	13%	18	0%	u	11%	21%	i	4%
